Screening results from PubChem BioAssay.
TrxR1 substrate – qHTS Assay for Substrates of Mammalian Selenoprotein Thioredoxin Reductase 1 (TrxR1): qHTS; Thioredoxin reductase 1, cytoplasmic (Rattus norvegicus), O89049; purified TrxR1 substrate turnover, NADPH consumption readout; Potency, µM (doses to about 114 µM), inactives show top-dose activity change, negative = substrate turnover; 0.01% of 390,000 active; AID 588456, 2011; also: potency is read from the fitted curve at half-maximal effect; % is scaled to controls: 0 for no effect and ±100 for the full control effect; nearly all actives have a fitted effect of over 50% in size
Target sequence (O89049 whole entry, looked up): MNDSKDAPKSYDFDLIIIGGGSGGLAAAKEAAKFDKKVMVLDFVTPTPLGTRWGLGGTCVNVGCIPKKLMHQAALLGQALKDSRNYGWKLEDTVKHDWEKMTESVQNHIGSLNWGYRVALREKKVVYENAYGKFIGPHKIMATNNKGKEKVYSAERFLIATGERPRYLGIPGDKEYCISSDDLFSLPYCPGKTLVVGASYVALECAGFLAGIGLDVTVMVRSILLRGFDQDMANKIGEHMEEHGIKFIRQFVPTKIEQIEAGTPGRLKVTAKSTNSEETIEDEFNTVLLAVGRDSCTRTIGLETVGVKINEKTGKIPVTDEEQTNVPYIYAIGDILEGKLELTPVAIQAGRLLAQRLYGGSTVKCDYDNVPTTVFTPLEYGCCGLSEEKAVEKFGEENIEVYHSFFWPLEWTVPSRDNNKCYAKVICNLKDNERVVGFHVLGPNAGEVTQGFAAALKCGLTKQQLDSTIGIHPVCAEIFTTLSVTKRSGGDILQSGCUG
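Rat TrxR1, dispensed at 90 nM, was prereduced with 400 uM NADPH (final) for 5 min at ~22 deg C, then incubated with compound 15 min before 400 uM selenite. A first-read NADPH fluorescence drop versus no-compound background flagged substrates.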
GRP78 ERSR act – qHTS for Inducers of the Endoplasmic Reticulum Stress Response (ERSR) in Human Glioma: qHTS. U87-MG GRP78 promoter luciferase reporter, 16 h. Potency, µM, for the others: at the highest dose activation, hits mostly activators. 0.02% of 420,000 active. AID 602332, 2012; also: potency is read from the fitted curve at half-maximal effect; series mostly up to about 76 µM; % of control where 0% means no effect; nearly all actives have a fitted effect of over 35% in size
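ERSR induction read as luciferase luminescence (Bright-Glo, 10 min at room temperature) in stably transfected human U87-MG glioma cells exposed to compounds for 16 h, using GRP78 as sensor.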
Vif-APOBEC3F blk – qHTS for Inhibitors of Vif-A3F Interactions: qHTS; HeLa A3F-eYFP + Vif (tagged APOBEC3F with the HIV-1 protein that degrades it), YFP fluorescence increase; Potency, µM (doses to about 46.1 µM), without a hit: at the highest dose activity, negative = active; 0.2% of 390,000 active; also: potency is read from the fitted curve at half-maximal effect; % of control where 0% means no effect; nearly all actives have a fitted effect of over 65% in size
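HeLa cells stably expressing A3F-eYFP plus Vif, plated and incubated overnight at 37 deg C, then exposed to compounds overnight at 37 deg C. Blocked degradation read as raised yellow fluorescence (Ex 488/Em 500-530).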
USP1 inh – Inhibitors of USP1/UAF1: Primary Screen. recombinant USP1/UAF1, Ub-Rhodamine cleavage fluorescence. Potency, µM (doses to about 57.1 µM), inactives show top-dose activity change, negative = inhibition, most hits filed as inhibitors. 0.23% of 390,000 active; also: potency is read from the fitted curve at half-maximal effect; % is scaled to controls: 0 for no effect and ±100 for the full control effect; nearly all actives have a fitted effect of over 60% in size; inactives centre near -12
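USP1/UAF1 complex at 1 nM was preincubated with compound for 15 min at room temperature, then Ub-Rho substrate (150nM final) was added. Fluorescence (480/540 nm) was read kinetically, 6 reads every 60 seconds.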
mIDH1 inhibitor – qHTS for Inhibitors of mutant isocitrate dehydrogenase 1 (IDH1): qHTS; Isocitrate dehydrogenase [NADP] cytoplasmic (Homo sapiens), O75874; AID 602179, 2012; IDH1-R132H enzyme, NADPH consumption, diaphorase/resazurin fluorescence; 0.093% of 390,000 active; Potency, µM (doses to about 76.6 µM), without a hit: at the top dose activity change, negative = inhibition, actives largely listed as inhibitors; also: potency is read from the fitted curve at half-maximal effect; % is scaled to controls: 0 for no effect and ±100 for the full control effect; nearly all actives have a fitted effect of over 65% in size
Target sequence (O75874 whole entry R132H, stated change not applied): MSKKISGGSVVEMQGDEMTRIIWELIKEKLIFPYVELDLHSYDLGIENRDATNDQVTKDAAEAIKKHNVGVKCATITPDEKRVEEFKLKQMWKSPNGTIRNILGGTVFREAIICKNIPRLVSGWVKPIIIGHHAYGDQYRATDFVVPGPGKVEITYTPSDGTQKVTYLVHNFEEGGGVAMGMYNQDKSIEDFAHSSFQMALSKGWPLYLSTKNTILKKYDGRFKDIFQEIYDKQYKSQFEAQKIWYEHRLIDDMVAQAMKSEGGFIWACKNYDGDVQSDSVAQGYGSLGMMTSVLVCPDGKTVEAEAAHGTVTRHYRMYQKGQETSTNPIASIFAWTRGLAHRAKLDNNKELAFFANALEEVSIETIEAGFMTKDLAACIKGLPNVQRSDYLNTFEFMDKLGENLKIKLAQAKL
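IDH1-R132H (0.5 ug/mL dispensed) in pH 7.5 Tris buffer was preincubated 30 min with compound, then given a substrate mix of 0.016 mM NADPH and 2 mM alpha-KG for 80 min at room temperature; remaining NADPH was read by diaphorase/resazurin fluorescence.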
PI4K2A inh – qHTS for small molecular inhibitors of PI4K2A; purified PI4K2A, ADP-Glo luminescence, 1 h; hits give low values; activity change, negative = inhibition, % at 76.9 µM; 0.13% of 420,000 active; in the data active = activity change below about -50%; inconclusive = mostly about -30% to -49%;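 also: -100% = wells without enzyme as full effect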
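PI4K2A activity was measured by ADP-Glo luminescence: enzyme (4 ug/mL stock) and phosphatidylinositol (1.2 mM stock) in Tris pH 7.5/MgCl2/EGTA/Triton X-100 buffer were reacted with ATP (300 microM stock) for one hour at ambient temperature.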
LDHA inh – qHTS assay for inhibitors of human lactate dehydrogenase. purified LDHA, NADH/diaphorase-resazurin fluorescence; hits give low values. 0.15% of 480,000 active. activity change, % (values are at about 110 or 230 µM). AID 1347041, 2019; in the data active = activity change below about -30%; inconclusive = mostly about -25% to -30%;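 also: plate controls were DMSO wells for no effect and wells without enzyme for full effect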
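LDH5 2 nM; NADH 0.06 mM, pyruvate 0.2 mM; 200 mM Tris pH 7.4, EDTA, Tween-20; 5 min RT. Detection: diaphorase 0.133 mg/mL + resazurin 37 µM, fluorescence ex540/em590 at 0 and 20 min; normalized to enzyme-free and DMSO wells.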
Vif-A3G inh – qHTS for Inhibitors of Vif-A3G Interactions: qHTS; Potency, µM (titrated, usually from 46.1 µM), for the others: at the top dose activity, negative = active, hits mostly inhibitors; 0.076% of 410,000 active; DNA dC->dU-editing enzyme APOBEC-3G (Homo sapiens), Q9HC16; AID 602310, 2012; HeLa A3G-eYFP + Vif (tagged APOBEC3G with the HIV-1 protein that degrades it), YFP fluorescence, overnight;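 also: potency is read from the fitted curve at half-maximal effect; % is scaled to controls: 0 for no effect and ±100 for the full control effect; nearly all actives have a fitted effect of over 60% in size; hits raise eYFP signal because A3G escapes Vif-driven loss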
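HeLa cells stably expressing Vif and C-terminally eYFP-tagged A3G, seeded overnight at 37 deg C, then exposed to compound by pintool overnight at 37 deg C. Rise in yellow fluorescence (Ex 488/Em 500-530, Acumen) marks blocked Vif-driven A3G degradation.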
RXFP1 agonist – qHTS Assay for Agonists of the Relaxin Receptor RXFP1 | 0.3% of 370,000 active | Potency, µM (highest dose often 57.5 µM), without a hit: top-dose activation, most hits filed as activators | HEK293T-RXFP1 cAMP TR-FRET, 30 min; response scale: percent of porcine relaxin response, buffer zero; also: potency is read from the fitted curve at half-maximal effect; % is scaled to controls: 0 for no effect and ±100 for the full control effect; nearly all actives have a fitted effect of over 60% in size; many of its hits are not listed in these tables
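HEK293T cells stably expressing RXFP1 were pretreated with the PDE4 inhibitor Ro 20174, exposed to compounds for 30 min at 37C, lysed, and cAMP was read by TR-FRET. Data normalized to buffer (basal) and 29 nM porcine relaxin (100%).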
Active calls of the source: *; u = inconclusive; x = no result given; [ ] = another dose, or the depositor's remark. Unless noted, calls follow the shape of the dose curve; as a rule, active = well fitted curve in the direction sought with a large enough effect; inconclusive = small, poorly fitted or top-dose-only effect, or another doubt; inactive = no such curve, though single readings can be large; an effect the other way counts as inactive or inconclusive. Not all compounds are listed; the hit share may differ from the screen's.

SMILES | TrxR1 substrate | GRP78 ERSR act | Vif-APOBEC3F blk | USP1 inh | mIDH1 inhibitor | PI4K2A inh | LDHA inh | Vif-A3G inh | RXFP1 agonist
COP(=O)(OC)c1nc(-c2cccc3ccccc23)oc1NCc1ccccc1 | 482%[activator] | -7% | 0% | u | 1% | 2 | -2 | -12% | 6.4%
O=C(Nc1ccc(Cl)cc1)N(C1=NCCC1)c1ccc(OC(F)F)cc1 | 11%[57.1 µM] | 3% | 0% | -7% | -3% | 2 | -2 | 2% | 1.2%
O=C(OCc1ccccn1)c1ccc(COc2ccc3ccccc3c2)o1 | 14% | -5% | -8% | u | 4% | -8 | 1 | -4% | 0.0%
CC(NC(=O)CNC(=O)c1ccco1)c1ccccc1 (configuration not stated) | -6% | -3% | 9% | u | -2% | 5 | -17 | -1% | 1.8%
COc1c(O)cccc1[C@@H](O)C1CCN(CCc2ccc(F)cc2)CC1 | -9% | -4% | -6% | x | x | -3 | -1 | 2% | x
CC(=O)N1CCN(C(=O)C(Cc2ccccc2)NC(=O)c2ccccc2)CC1 (configuration not stated) | 3% | -4% | -1% | -20% | -14% | -2 | -6 | 0% | -0.1%
COc1ccc(OCCCCn2c(C3CC(=O)N(c4cccc(Cl)c4)C3)nc3ccccc32)cc1 (configuration not stated) | 6% | -1% | 0% | -12% | 14% | -4 | -2 | 0% | -0.7%
Cn1cc(-c2ccc3c(c2)OCO3)c2ccccc21 | x | 4% | x | x | x | -6 | 4 | -4% | x
CCC(C)(C)NC(=O)C(c1ccc(OC)cc1)N(C(=O)CCC(=O)Nc1cc(C)on1)c1ccc(OC)c(OC)c1 (configuration not stated) | 4%[57.1 µM] | -2% | 10% | -5% | -14% | 1 | -5 | -1% | -1.7%
Oc1[nH]c2ccccc2c1/C=N/N1CCCCC1 | -16% | 0% | 3% | -14% | -3% | 5 | -3 | -1% | 2.4%
O=C1OCCN1N=Cc1ccco1 | -4% | -3% | -3% | -1% | -3% | 0 | 2 | 3% | x
C[C@H](N=C1NS(=O)(=O)c2ccccc21)C(=O)OCc1cc([N+](=O)[O-])cc2c1OCOC2 | -4% | -5% | 5% | -11% | 7% | 1 | 1 | -4% | 0.8%
CSc1ncc(C(=O)Nc2ccc(C)cc2C)c(C)n1 | 4% | -3% | 16% | -12% | 0% | -3 | -8 | -3% | -1.3%
O=c1c2sccc2n(Cc2cc(=O)n3cc(Cl)ccc3n2)c(=O)n1-c1ccccc1 | 13% | -3% | -8% | -15% | 0% | 4 | -3 | -6% | 11%
COc1ccc(-c2cc(C)no2)cc1S(=O)(=O)N(C)Cc1ccco1 | -1% | -4% | -14% | -14% | 9% | 5 | -4 | 0% | 3.0%
O=C(CCc1nnc2n(Cc3ccc(F)cc3)c(=O)c3ccccc3n12)NCCN1CCOCC1 | 21%[57.1 µM] | -3% | 1% | -1% | -6% | -6 | -1 | -2% | 19%
Cc1ccc(N(CC(=O)NCc2ccc3c(c2)OCO3)S(C)(=O)=O)cc1 | 12%[57.1 µM] | -3% | -2% | -9% | 14% | -1 | -3 | 0% | 1.8%
CCCC(=O)NC(NC(=S)Nc1ccc(S(N)(=O)=O)cc1)C(Cl)(Cl)Cl (configuration not stated) | -11% | -4% | 1% | 2% | 17% | 2 | -14 | 0% | 3.5%
CC(C)c1ccc(/C=N/NC(=O)C2CCCC2)cc1 | 1% | u | -16% | -25% | 3% | -2 | -2 | -6% | 0.4%
c1ccc2sc(Nc3nc4cc5c(cc4s3)OCO5)nc2c1 | 12% | 0% | -6% | -21% | 2% | -4 | -5 | -8% | -0.7%
Cc1nc2ccccc2nc1OCC(=O)Nc1cc(C(F)(F)F)ccc1N1CCOCC1 | -4% | -3% | -13% | -19% | 2% | -3 | -4 | -3% | 0.5%
Clc1ccc(C2=NN=C3COc4ccccc4N3C2)cc1 | -8% | -1% | -2% | -10% | -10% | 2 | -16 | -3% | -0.2%
CCOC(=O)C1CCN(S(=O)(=O)c2ccc3c(c2)CC(=O)N3)CC1 | 8%[57.1 µM] | -3% | 0% | -13% | -5% | -4 | 1 | 0% | 2.8%
Cc1cc(C(=O)Nc2ccc(N3CCCCC3)cc2)no1 | -4%[57.1 µM] | -9% | 6% | -17% | 3% | -16 | 1 | 2% | -0.2%
CSc1c(-c2ccccc2)nc2ccc(Cl)cc2c1C(=O)O | 0%[57.1 µM] | -4% | 0% | -3% | 17% | 59 | -12 | -1% | 0.2%
O=C1CCCc2cc(S(=O)(=O)N3CCCC(C(=O)NCc4ccccc4Cl)C3)ccc2N1 (configuration not stated) | 0% | -2% | 1% | -25% | 20% | 8 | -2 | 2% | -1.8%
NC(=O)c1ccc(NC(=O)C2CCCO2)cc1 (configuration not stated) | 1% | -2% | 7% | -4% | 2% | 3 | -4 | 4% | -3.9%
CC(C)C(CO)N1CCN(Cc2ccccc2)CCC1=O (configuration not stated) | 5% | -4% | 0% | u | 3% | -4 | -13 | 0% | 0.0%
Cc1cc(C)c2nc(NC(=O)c3ccc(S(=O)(=O)N4CCC(C)CC4)cc3)sc2c1 | 17%[57.1 µM] | 0% | 0% | -30% | -5% | 3 | -3 | -5% | 3.9%
NC(CC(=O)O)c1cccc(OCc2ccccc2)c1 (configuration not stated) | 13%[57.1 µM] | -5% | -5% | -8% | 1% | 5 | -5 | 4% | 0.0%
C=C(C1=CCN(S(=O)C(C)(C)C)[C@@H]1CCO)c1ccccc1 (some centres not stated) | 9% | -2% | -3% | -3% | 2% | -4 | -13 | -2% | x
CCOC(=O)N1CCC(NC(=O)c2cc(C(=O)Nc3cccc(OC)c3)ccc2CO)CC1 | -2% | -1% | -1% | -19% | 5% | -1 | -1 | -1% | -0.2%
COc1cccc2sc(N(Cc3cccnc3)C(=O)Cc3ccccc3)nc12 | -5%[57.1 µM] | -3% | -1% | -15% | 0% | 2 | -8 | -5% | -1.0%
O=C(Nc1ccc2c(c1)OCO2)C1CC(c2ccccc2Cl)=NO1 (configuration not stated) | 5% | 2% | -4% | -10% | -2% | -2 | 3 | 2% | -0.2%
CC(=O)Nc1ccc(S(=O)(=O)NC2=NCN(CCO)CN2)cc1 | -2%[11.4 µM] | -3% | -4% | -22% | 24% | 3 | -1 | 2% | -1.5%
O=C(COc1coc(CN2CCc3ccccc3C2)cc1=O)Nc1ccc([N+](=O)[O-])cc1 | -2% | 1% | 2% | -1% | 0% | -1 | -11 | 2% | -0.8%
O=C(O)CC(CC(=O)O)c1ccsc1 | -1% | 3% | 5% | -20% | -3% | 0 | -3 | -1% | 0.0%
O=C(Cc1ccc(Cl)cc1)Nc1ccc(C(=O)N2CCOCC2)cc1 | -11% | -3% | -1% | 4% | -10% | 0 | -3 | -6% | 1.5%
O=C(Cn1cc2c(n1)CCCC2)NCc1ccccn1 | -3% | 1% | -10% | -5% | -5% | -4 | -1 | 4% | 2.0%
CCN(CC)C(=O)CSc1nc2cc3c(cc2c(=O)n1CCCCCC(=O)NCCc1ccc(OC)c(OC)c1)OCO3 | -6%[57.1 µM] | -2% | 0% | -22% | 8% | -2 | -9 | -12% | -0.4%
COc1ccccc1C(=O)Oc1c(Sc2ccccc2)c(C)nn1C(C)(C)C | -5% | -4% | -5% | -32% | 2% | -1 | 4 | -21% | 4.8%
COc1cc(C(=O)N2CCCCC2c2cc(C(=O)NCc3cccnc3)no2)cc(OC)c1C (configuration not stated) | x | 2% | x | x | x | -1 | -3 | -5% | x
Cc1ccc(NCc2nc(SCC(=O)Nc3ccccc3)n[nH]2)cc1 | -6% | -1% | 3% | -10% | 4% | -6 | -3 | 1% | -4.6%
CCOC(=O)c1c(C)oc2nc(C)nc(NCC3CCN(Cc4cccc(Cl)c4)CC3)c12 | -2% | -2% | -6% | 0% | -1% | -4 | -11 | -5% | 3.0%
CCCCn1c(SCc2ncc(-c3ccccc3)o2)nc2cc(S(N)(=O)=O)ccc21 | 15% | -8% | -5% | -17% | 0% | -6 | 4 | -1% | -0.3%

Look-ups from above:
C=C(C1=CCN(S(=O)C(C)(C)C)[C@@H]1CCO)c1ccccc1 (some centres not stated) @ PI4K2A inh = -4
O=C(Cn1cc2c(n1)CCCC2)NCc1ccccn1 @ RXFP1 agonist = 2.0%
Cc1ccc(NCc2nc(SCC(=O)Nc3ccccc3)n[nH]2)cc1 @ Vif-APOBEC3F blk = 3%
